Screening data (PubChem)
KKLEB cytotox – CF airway cell cytotoxicity counter-screen; AID 602141; hit rate 0.36% among 360,000; KKLEB CF airway cells viability, ATPlite luminescence, overnight; hits give low values; cells stimulated with P. aeruginosa culture filtrate; activity change (cytotoxicity), % at 5 µM;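 active = corrected activity change at or below -50% at 5 µM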
NR2E3 ag-1 – agonists of human nuclear receptor NR2E3. GST-NR2E3/biotin-RetCOR TR-FRET, 1536-well. hit rate 0.12% among 320,000. Q9Y5X4. inhibition of corepressor binding, % at 4.78 µM. AID 2300;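 active = percent inhibition above the cutoff of mean plus 3 SD of all tested compounds, set per screening campaign, cut at about 20% in these data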;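 note: 0% = DMSO wells and 100% = biotin wells as full block of FRET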
Target sequence (Q9Y5X4 whole entry, looked up): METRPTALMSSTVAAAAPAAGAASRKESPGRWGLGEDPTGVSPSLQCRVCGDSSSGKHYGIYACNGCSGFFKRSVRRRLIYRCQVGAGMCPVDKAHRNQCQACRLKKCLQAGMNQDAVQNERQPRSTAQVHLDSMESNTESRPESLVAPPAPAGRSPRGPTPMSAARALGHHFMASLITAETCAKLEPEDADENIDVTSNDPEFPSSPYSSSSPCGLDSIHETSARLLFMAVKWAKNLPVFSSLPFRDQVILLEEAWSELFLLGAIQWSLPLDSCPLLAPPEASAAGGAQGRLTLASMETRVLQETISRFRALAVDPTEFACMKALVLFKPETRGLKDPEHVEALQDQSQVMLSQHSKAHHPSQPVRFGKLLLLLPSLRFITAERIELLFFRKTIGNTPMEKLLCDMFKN
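Material: NR2E3–RetCOR corepressor complex / Amount: 1.35 nM GST-NR2E3 / Medium: Tris pH 7.5 / Compound: single nominal compound dose of 4.8 µM / Incubation: 5 h at 4 °C / Technique: TR-FRET, Eu(K)-anti-GST donor, streptavidin-D2 acceptor, ex 340, em 617/671 nm / Read-out basis: percent loss of FRET ratio relative to control wells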
CF NFkB inh – cystic fibrosis NF-kB activation inhibition. KKLEB NF-kB-GFP reporter, PAF-induced, GFP fluorescence overnight. inhibition, % at 5 µM. hit rate 0.86% among 360,000;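 active = at least 50% inhibition at 5 µM, scaled per plate between neutral and stimulator controls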;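 note: PAF is a Pseudomonas aeruginosa culture filtrate used as stimulus; plate controls were PAF-stimulated DMSO wells for no effect and unstimulated DMSO wells for full effect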
LMP1 NFkB inh – inhibitors of Epstein-Barr LMP1-induced NF-kappaB reporter. hit rate 0.69% among 350,000. LMP1-induced NF-kappaB luciferase reporter cells, luminescence. inhibition, % at 12.5 µM. AID 504558; in the data active = inhibition above about 41%;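 note: 0% = neutral control wells and 100% = reference inhibitor control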
HIF-2a block – HIF-2a inhibition; 786-0 RCC cells HIF-2a reporter, luciferase luminescence, overnight; inhibition, % at 18.8 µM; hit rate 0.72% among 360,000;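 active = inhibition of the luminescence signal of 40% or more relative to plate controls, in a single-dose primary screen at 18.75 µM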
Shn3 3UTR inh – Schnurri-3 reporter inhibition in Clone20 osteoblasts | inhibition, % at 12.5 µM | AID 588674 | Clone20 osteoblast Shn3 3'UTR firefly luciferase, 24 h | hit rate 0.52% among 360,000;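 active = mean inhibition of at least 75% with every replicate also reaching 75%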;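 note: 0% = median of neutral control wells and 100% = pilot-screen positive control compound; some compounds past the cut are filed as inactive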
Peg3 promoter – Peg3 promoter activity inhibition; inhibition, % at 20 µM; hit rate 1.7% among 360,000; AID 588405; HeLa PEG-Prom luciferase reporter, luminescence, overnight;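 active = inhibition of at least 50% at 20 µM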
C8 TRAIL sens – caspase-8 TRAIL sensitization; NB7+C8 cells + TRAIL, ATPlite viability luminescence; inhibition (viability loss, TRAIL sensitization), % at 10 µM; hit rate 1% among 360,000; AID 624354;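 active = compounds causing at least 50% loss of cell viability in the single-dose screen, relative to plate controls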
TRPM1 prom inh – reduces MITF-dependent TRPM1 promoter luciferase signal. inhibition, % at 12.5 µM. SK-MEL-5 TRPM1 promoter luciferase, 24 h. hit rate 0.83% among 330,000;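 active = mean inhibition across replicates of 60% or more, whatever share of single replicates reaches that level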; note: values of inactives mirror those of a sister screen read the other way
hiPSC survival – enhancers of human iPSC single-cell survival | hiPSC single-cell survival, ATPlite luminescence; 100% = ROCK inhibitor wells, 0% = DMSO | survival enhancement, % at 20 µM | hit rate 0.044% among 360,000; in the data active = survival enhancement above about 18%;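 note: cells exposed to compounds for 16 hours before the ATP read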
NR2E3 ag-2 – human photoreceptor-specific nuclear receptor agonism; Q9Y5X4; CHO-S Gal4-NCOR/VP16-NR2E3 two-hybrid, luciferase; inhibition of corepressor binding, % at 3.98 µM; hit rate 0.35% among 360,000; AID 602229;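 active = inhibition above the mean of all tested compounds plus 3 SD, cut at about 70% in these data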;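 note: 0% = DMSO with NR2E3 transfected cells and 100% = cells lacking NR2E3 construct; higher means lower luciferase signal from less NR2E3 corepressor binding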
* = called active by the depositor; nt = not tested or not shown. Some of the compounds tested; count on the stated rates, not on these rows.

The line under a structure holds: LMP1 NFkB inh	NR2E3 ag-2	C8 TRAIL sens	KKLEB cytotox	Peg3 promoter	TRPM1 prom inh	NR2E3 ag-1	Shn3 3UTR inh	HIF-2a block	hiPSC survival	CF NFkB inh
O=C1CCC(CCC(=O)N2CCCC(C(=O)c3cccc(C(F)(F)F)c3)C2)=NN1 (stereo not given)
 : 3	7	-5	0	-7	2	3	-9	-9	-0.8	12
O=C(C[n+]1ccc(-c2nnc3n2CCC3)cc1)c1ccc(Cl)cc1
 : -7	-6	2	10	2	-5	0	-43	7	-1.0	-3
CCN1C(=O)/C(=C/N(C)c2ccccc2)OC1=S
 : -10	-35	7	-11	-86	-55	-2	-13	-116	-1.0	14
CC(NC(=O)Nc1ccc(Cl)c(Cl)c1)C(c1ccccc1)N1CCOCC1 (stereo not given)
 : 7	1	17	13	34	-6	-2	27	6	-0.9	-5
CCOC(=O)N/C(N)=N/c1nc2ccccc2s1
 : -30	-161	20	5	-263	-63	-2	-105	-295	-1.1	-4
Cn1cnnc1SCCNS(=O)(=O)c1ccccc1
 : 2	-10	3	-21	20	-5	2	-31	-7	-3.4	-2
Cc1ccc(C(=O)OCC(=O)c2c[nH]c3ccccc23)cc1S(=O)(=O)N1CCOCC1
 : -6	0	-10	-6	6	10	nt	7	1	-0.2	4
CC[C@]12c3[nH]c4cc(-c5ccco5)ccc4c3CCN1C(=O)[C@@H](CC(=O)NCc1ccc(OC)c(OC)c1)C[C@@H]2C(=O)N1CCN(C(=O)c2ccco2)CC1
 : 4	6	19	10	12	17	nt	1	-7	-1.7	3
O=C(CSc1ccc2nnc(-c3ccccn3)n2n1)Nc1ccc(F)cc1
 : 3	-29	-13	0	19	1	3	-2	11	0.0	-28
Cc1ccc(C(=O)N/C(=C/C=C/c2ccccc2)C(=O)NCc2ccco2)cc1
 : 3	-20	-10	-5	-32	-5	0	-6	-29	2.1	14
COc1ccc(S(=O)(=O)Nc2ccccc2)cc1OC
 : -7	-13	-7	-6	9	7	1	12	22	2.8	17
O=S(=O)(NC1CCSc2ccccc21)c1ccc(Cl)nc1 (stereo not given)
 : 0	-38	-11	12	-2	14	1	0	5	0.0	1
Cc1cc(C)c2cc(CN(Cc3nnnn3C3CCCCC3)CC3CCCO3)c(=O)[nH]c2c1 (stereo not given)
 : -8	-32	-3	4	15	9	-1	33	-28	-0.3	8
O=C(O)c1cc([N+](=O)[O-])cc2c1C=Cc1ccccc1O2
 : -2	19	1	5	4	7	3	-26	14	1.0	-13
Cc1cc(C(=O)NCc2ccccc2)no1
 : 9	-8	-13	8	-28	5	2	-13	-19	3.4	1
O=c1[nH]c(SCc2ccccc2)nc2[nH]ncc12
 : 3	-30	0	0	-28	-8	-1	6	-14	-1.1	-3
O=C(Nc1nnc(-c2ccc3c(c2)CCCC3)o1)c1c(F)cccc1F
 : -6	-43	-8	-1	-69	-21	1	10	-65	-0.1	-3
COc1cc(OC)cc(-c2nc(-c3ccccc3OC)no2)c1
 : 3	-3	-7	5	-28	-19	4	-2	-19	1.1	-18
Cc1cc(C)cc(NC(=O)N2CCCN(c3c(Cl)cncc3Cl)CC2)c1
 : 8	-7	-1	-6	14	-1	3	-22	18	-0.7	4
Cc1nc2scc(-c3cccs3)c2c(=O)[nH]1
 : 0	-3	-3	-10	-10	-8	2	4	-14	-0.9	-5
Cc1cc(C(=O)N(NC(=O)C(C)C)c2ccccc2)cs1
 : 0	-12	0	-1	-13	2	-2	-16	6	0.8	1
COc1ccc(-n2ccnc2SCC(=O)NCc2ccc3c(c2)OCO3)cc1
 : 2	-2	-2	11	21	9	1	3	12	-0.5	1
COn1c(=S)[nH]c2ccccc2c1=O
 : 4	7	-17	-3	14	6	-3	-9	-8	0.6	8
O=C(Nc1ccccc1C(=O)N1CCCCC1)c1cccc(S(=O)(=O)N2CCOCC2)c1
 : 4	23	-7	10	10	-4	1	2	15	2.1	1
CN(CCOc1ccc(Cl)cc1)CC(=O)Nc1ccc(OC(F)F)cc1
 : -1	4	-14	8	13	-5	0	5	-5	1.4	-15
CCOC(=O)N1CCN(c2c(NCc3ccccn3)c(=O)c2=O)CC1
 : 1	23	-6	-10	4	nt	2	-23	10	1.5	11
COc1ccccc1-c1c(C)nn2c(N3CCC(C)CC3)cc(C)nc12
 : 4	9	7	-15	22	7	-2	-2	19	-0.3	37
CCOc1ccc2nc(COC(=O)c3cccc([N+](=O)[O-])c3)c(C(C)=O)[n+]([O-])c2c1
 : nt	-17	-12	-2	19	nt	4	5	19	0.2	4
O=C1c2nccnc2C(=O)N1c1ccc(C(F)(F)F)cc1
 : 6	-32	-1	4	-7	-2	3	10	18	0.7	-3
Cn1c(=O)c2c(ncn2CC(=O)N2CCCc3ccccc32)n(C)c1=O
 : -1	-3	-12	2	5	-4	1	3	5	-1.9	-4

(further entries)
The line under a structure holds: LMP1 NFkB inh	NR2E3 ag-2	C8 TRAIL sens	KKLEB cytotox	Peg3 promoter	TRPM1 prom inh	NR2E3 ag-1	Shn3 3UTR inh	HIF-2a block	hiPSC survival	CF NFkB inh
CCOc1ccc(S(=O)(=O)N2CCC(C(=O)NCCc3ccc(OC)c(OC)c3)CC2)cc1
 : -3	-33	-14	0	-4	5	-5	11	-180	0.3	5
CCOC(=O)c1ccc(NC(=O)CCNc2c(N3CCCC3)c(=O)c2=O)cc1
 : -3	-6	0	4	11	-15	1	9	14	2.1	1
c1ccc(-n2nnnc2SCc2cn3cccnc3n2)cc1
 : -3	-5	0	8	2	-6	1	1	-13	-2.4	-9
CCOC(=O)c1cnc2c(c(C)nn2C)c1Oc1cc(Cl)cc(Cl)c1
 : 4	-7	9	0	4	4	0	3	12	-0.7	3
COc1ccc(Cl)c2sc(N(Cc3cccnc3)C(C)=O)nc12
 : -7	11	-8	-12	-4	1	1	2	11	-0.3	-11
CNc1[nH]c(=O)[nH]c(=O)c1N=Nc1cc(Cl)ccc1Cl
 : nt	6	-2	-1	12	nt	-1	-2	11	0.6	-12
N#C/C(=C\c1ccc(OCc2cccc(C(=O)O)c2)cc1)C(=O)NCc1ccco1
 : 11	-133	-4	-7	-85	-8	9	-42	-105	-0.5	2
COc1ccccc1C1N(c2cc(Cl)ccc2OC)C(=O)C2CCCN21 (stereo not given)
 : 2	-19	-11	-8	6	16	-5	2	3	-1.1	20
CSCCC(NC(=O)c1ccc(Cl)cc1Cl)C(=O)NNC(=O)c1ccncc1 (stereo not given)
 : 3	-14	-9	-1	-8	nt	-1	-12	6	-2.9	8
COc1ccc(C2CC(=O)N3CN(Cc4ccco4)CSC3=C2C#N)cc1 (stereo not given)
 : -5	-15	-3	4	3	6	-2	5	10	-1.9	-7
Cc1ccc([N+](=O)[O-])cc1S(=O)(=O)N1CCCCC1C(=O)O (stereo not given)
 : 1	6	4	6	3	-6	2	-14	7	-2.8	11
Cc1cccc(CSc2ncccc2C(=O)O)c1
 : -16	-26	3	4	-14	-3	-1	-20	-16	0.6	3
COc1ccc(S(=O)(=O)NCC(=O)O)cc1C(=O)NC1CCCCC1
 : -3	-4	-6	-7	6	8	-2	-1	7	-0.4	11
COc1ccc2[nH]cc(CCNC(=O)Nc3ccccc3)c2c1
 : 0	-19	-13	9	-20	nt	2	10	-15	0.9	-11
CCSc1nc(-c2ccccc2)c(C#N)c(=O)[nH]1
 : 3	-17	-20	9	18	4	14	19	19	-1.7	-4
COc1ccc2nc3c(cc2c1)c(NC(=O)CC(C)C)nn3CC(C)C
 : -41	-1	-2	1	34	-14	1	3	-20	-0.7	-1
O=S(=O)(c1cnc(Cl)c(Cl)c1)N1CCN(c2ncccn2)CC1
 : -1	-18	37	5	-8	-5	-2	-6	-29	1.2	-30
C=CCSc1nc2c(c(=O)[nH]c(=O)n2C)n1C(C)C
 : -4	11	-5	4	-2	-4	4	-9	12	1.8	12
CCOC(=O)Cn1nc(-c2ccc(F)cc2)cc(Cc2ccccc2)c1=O
 : -3	-5	-5	-27	2	-13	0	-17	10	0.2	17
C#CCOCCOCCOCCNc1nc(N2CCN(C(=O)[C@H]([C@@H](C)CC)n3cc([C@@H](N)CC(C)C)nn3)CC2)nc(N2CCN(C(=O)[C@H](CCCCN)n3cc([C@@H](N)C(C)CC)nn3)CC2)n1 (stereo not given in full)
 : -4	-23	1	-10	-4	-3	-2	0	12	1.1	-49
CC1(C)Cc2nc(-c3ccccc3)nc(SCC(=O)N3CCOCC3)c2CO1
 : 14	-4	-11	-1	-7	10	4	10	7	-0.6	3
COc1ccc(NC(=O)CS(=O)(=O)c2cn(CC(=O)N(C(C)C)C(C)C)c3ccccc23)c(OC)c1
 : -6	1	-11	-2	12	1	3	10	7	-0.3	2
O=C(NCc1cccs1)c1noc2c1CCCCC2
 : -13	-79	-5	2	-142	-79	-5	-44	-228	-1.3	-3
COc1cccc(C2Nc3ccccc3C(=O)N2O)c1O (stereo not given)
 : -9	-89	4	1	-129	-2	-2	-22	-139	3.4	-5
CCOC(=O)C1(Cc2ccccc2C(F)(F)F)CCN(Cc2ccon2)CC1
 : 7	23	24	2	18	9	2	-7	9	0.0	3
COc1ccc(Nc2c(-c3ccc(OC)cc3)nc3cnccn23)cc1
 : 2	-28	-8	-6	7	-3	2	1	10	1.0	-2
CN(C)S(=O)(=O)c1ccc(Cl)c(C(=O)Nc2nc3ccccc3[nH]2)c1
 : -3	-2	-3	6	-8	0	0	1	-40	-0.1	-4
Fc1cccc2sc(N3CCCC3)nc12
 : -12	-76	-1	-5	-188	-80	0	-34	-199	0.1	13
CCOC(=O)Cc1csc(NC(=O)CN(C)S(=O)(=O)c2cccc3cccnc23)n1
 : -3	8	1	-9	9	3	0	-7	10	0.1	9
O=C(NCCCNC(=O)c1cnccn1)c1cccc(F)c1
 : -4	-10	4	0	1	5	0	19	10	-0.4	10

New compounds follow:
The line under a structure holds: LMP1 NFkB inh	NR2E3 ag-2	C8 TRAIL sens	KKLEB cytotox	Peg3 promoter	TRPM1 prom inh	NR2E3 ag-1	Shn3 3UTR inh	HIF-2a block	hiPSC survival	CF NFkB inh
CCn1c(=S)sc2c(=O)n(CC(=O)Nc3ccc(C(C)=O)cc3)c(C)nc21
 : 7	-11	-8	2	-26	10	0	6	12	0.0	-16
C[C@@H]1CN([C@@H](C)CO)C(=O)CCCn2nncc2CO[C@@H]1CN(C)S(=O)(=O)c1ccc2c(c1)OCCCO2
 : -7	9	-9	-3	-9	nt	nt	5	10	2.2	10
Cc1ccc(OCc2cc(C(=O)NCc3ccc(OC(F)(F)F)cc3)no2)cn1
 : 12	15	-2	-2	-61	2	-1	-14	-32	-0.5	-13
CCCN1CNc2c(c(=O)[nH]c(=S)n2CCc2ccc(OC)c(OC)c2)C1
 : 5	2	-11	-6	4	7	4	-5	25	0.0	15
Cn1nc(C(=O)NCCCN2CCCCC2)c2c1-c1ccccc1S(=O)(=O)C2
 : -10	-12	-7	-3	14	-18	0	-17	1	0.1	11
CSc1nsc(N/N=C/c2ccccc2)c1C#N
 : -4	-51	5	8	-108	-37	-1	-25	-191	0.3	-19
